Assay outcomes deposited in PubChem by National Center for Advancing Translational Sciences (NCATS).
KB-V1 MDR tox – kills drug-selected multidrug resistant KB-V1 cells. actives 3.4% (n = 400,000). KB-V1 MDR cells viability, CellTiter-Glo, 72 h. AID 1347076. Potency, µM (series often up to 46.1 µM), inactives show at the top dose activity change, negative = cytotoxicity, actives largely listed as cytotoxic; note: potency is the fitted concentration of half-maximal effect; % is set by controls: 0 for no effect and ±100 for the full control effect; nearly all actives have a fitted effect of over 60% in size
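Compound-treated KB-V1 multidrug-resistant cells, 72 h, 37 degrees C; viability by CellTiter-Glo. Fitted qHTS curves give the values.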
KB-3-1 cytotox – kills parental KB-3-1 adenocarcinoma cells. KB-3-1 viability, CellTiter-Glo ATP luminescence, 72 h. Potency, µM (highest dose often 46.1 µM), without a hit: at the highest dose activity change, negative = cytotoxic, usual class: cytotoxic. actives 1.4% (n = 400,000). AID 1347075; note: potency is the fitted concentration of half-maximal effect; % is set by controls: 0 for no effect and ±100 for the full control effect; nearly all actives have a fitted effect of over 60% in size
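Using CellTiter-Glo luminescence, growth of non-resistant KB-3-1 adenocarcinoma cells is assessed 72 h after pin-tool compound addition at 37 °C. Normalized responses across the concentration series yield fitted curves.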
ATXN2 expr inh – ATXN2 expression inhibition | HEK-293 ATXN2-luciferase reporter, luminescence, 24 h | Potency, µM (top dose mostly 57 µM), for inactives: top-dose activity change, negative = inhibition, actives largely listed as inhibitors | actives 0.72% (n = 360,000) | AID 1745845; note: potency is the fitted concentration of half-maximal effect; % is set by controls: 0 for no effect and ±100 for the full control effect; nearly all actives have a fitted effect of over 55% in size
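ATXN2-luciferase reporter cells (luciferase flanked by upstream and downstream ATXN2 gene portions) were treated 24 h at 37 °C with compounds at up to 57 uM. SteadyGlo luminescence gave expression; GF-AFC fluorescence gave viability.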
SW480 rereplic – DNA re-replication induction in SW480 cells. SW480 DNA re-replication, Hoechst DNA content imaging, 48 h. Potency, µM (series often up to 46.1 µM), for inactives: top-dose re-replication activation, actives largely listed as activators. actives 1.8% (n = 340,000). AID 624297; note: potency is the fitted concentration of half-maximal effect; % of control where 0% means no effect; nearly all actives have a fitted effect of over 55% in size
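250 cells/well; 23 nL cpd via pin tool; 48 hr, 37 C, 5% CO2; Hoechst 40 min; imager read of total nuclear intensity, ex 405/em 500-530 nm.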
HT1080-NT tox – kills 2HG-producing HT-1080-NT fibrosarcoma cells. AID 686970. HT-1080-NT fibrosarcoma viability, CellTiter-Glo ATP luminescence, 48 h. actives 1.6% (n = 360,000). Potency, µM (doses to about 46.1 µM), inactives show top-dose activity, negative = less viability, usual class: cytotoxic;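 note: NT is the 2HG producing partner of a matched IDH1 knockdown line; potency is the fitted concentration of half-maximal effect; 0% = DMSO-treated cells and -100% = media-only wells without cells; nearly all actives have a fitted effect of over 55% in size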
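Read-out is CellTiter-Glo luminescence after 10 minutes at room temperature, following 48 hours' compound treatment of HT-1080-NT cells (750 cells/well, RPMI, 5% FBS, 37 degrees C).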
HT1080 IDH1KD tx – HT-1080 IDH1 knockdown cell toxicity (counter line) | HT-1080 IDH1 knockdown viability, ATP luminescence, 48 h | Potency, µM (top dose mostly 46.1 µM), for the others: at the highest dose activity, negative = toxicity, most hits filed as cytotoxic | actives 2% (n = 360,000) | AID 686971;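 note: potency is the fitted concentration of half-maximal effect; 0% = DMSO wells and -100% = cell-free medium wells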
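Assay cells: HT-1080 with IDH1 knockdown, 750 per well, RPMI/5% FBS. Exposure: 48 h at 37 °C following 2 h pre-incubation. Read: CellTiter-Glo luminescence; fitted concentration-response, curve class assigned.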
S2 tox – viability counter-screen for ATXN expression inhibitors; S2 cells (HEK-293 line with an ATXN2-luciferase reporter) viability, CellTiter-Fluor protease fluorescence, 24 h; Potency, µM (highest dose often 56.7 µM), actives largely listed as cytotoxic; actives 0.49% (n = 400,000); note: potency is the fitted concentration of half-maximal effect; nearly all actives have a fitted effect of over 40% in size
IL1B secr inh – inflammasome signaling inhibition, IL-1 beta readout. THP-1 LPS/ATP IL-1B secretion, AlphaLISA, 16 h; hits give low values. actives 4.7% (n = 360,000). activity change, % at 57.5 µM; in the data active = activity change below about -50%; inconclusive = mostly about -30% to -49%; note: % is set by controls: 0 for no effect and ±100 for the full control effect
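Secreted IL-1B measured by AlphaLISA bead assay after 16 h compound exposure of THP-1 cells; compounds (final up to 57.5 uM) added 1 h before LPS (250 ng/mL) and ATP (1.25 mM) stimulation; lower signal means less secretion.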
MCF10A rerep – DNA re-replication induction in MCF 10a cells; MCF 10A DNA re-replication, Hoechst nuclear intensity, 48 h; Potency, µM (series often up to 46.1 µM), for inactives: top-dose activity, positive = re-replication, usual class: activators; actives 2.9% (n = 350,000); note: potency is the fitted concentration of half-maximal effect; % of control where 0% means no effect; nearly all actives have a fitted effect of over 50% in size
An asterisk follows results filed as active; i = inactive; ? = inconclusive; . = not tested or not shown; [ ] = dose if it differs, or a comment. Unless noted, calls come from the whole dose curve; as a rule, active = well fitted curve in the direction sought with a large enough effect; inconclusive = small, poorly fitted or top-dose-only effect, or another doubt; inactive = no such curve, though single readings can be large; an effect the other way counts as inactive or inconclusive.

SMILES	KB-V1 MDR tox	KB-3-1 cytotox	ATXN2 expr inh	SW480 rereplic	HT1080-NT tox	HT1080 IDH1KD tx	S2 tox	IL1B secr inh	MCF10A rerep
O=C(NC(=S)Nc1nc2ccc(F)cc2s1)c1ccco1	?	-19%	20%	0%	8%	1%	i	41	-1%
Cc1onc(-c2ccccc2Cl)c1C(=O)Nc1cccc2cccnc12	12µM*	0%	-9%	13%	-26%	?	i	-20	8.2µM*
CCN(C(=S)Nc1ccc(OC(F)F)cc1)C1CCCCC1	?	?	-13%	1%	11%	8%	i	?	13%
CC(=O)c1ccc(OCC(O)CN2CCN(c3ccc(F)cc3)CC2)cc1 (stereo not given)	-2%	-4%	0%	28%	-1%	8%	i	-1	0%
CCS(=O)(=O)N1CCc2cc(C(=O)NCc3ccc(C)cc3)ccc21	1%	2%	-4%	.	.	.	i	.	.
O=c1oc2ccccc2c(NCc2cccc(F)c2)c1[N+](=O)[O-]	?	1%	0%	2%	-3%	-13%	i	-3	-1%
O=C(OCC(=O)N1CCCCC1)c1cc(=O)[nH]c2ccccc12	0%	-5%	32%	-2%	0%	9%	i	14	-9%
O=C(Nc1ccccc1C(=O)NC(Cc1ccccc1)C(=O)O)c1ccccc1 (stereo not given)	4%	9%	9%	6%	15%	7%	i	-11	4%
Cc1ccnc(NC(=O)c2cccc(NC(=O)CC3SC(N4CCCCC4)=NC3=O)c2)c1 (stereo not given)	0%	16%	-15%	-2%	-8%[9.24 µM]	0%	i	-30	7%
O=C(c1[nH]c(C(F)(F)F)nc1-c1ccccc1)N1CCN(c2cccc(C(F)(F)F)n2)CC1	?	5.2µM*	-8%	.	1.3µM*	1.8µM*	i	98	.
NC(=O)CC(NC(=O)Cc1cccc2ccccc12)c1ccc(NCc2ccc(F)c(F)c2)c([N+](=O)[O-])c1 (stereo not given)	6%	-1%	?	-19%[9.22 µM]	-12%	0%	?	32	-5%
Nc1nonc1-c1nc2ccccc2n1CC(=O)Nc1cccc(Cl)c1Cl	?	?	?	.	.	.	?	.	.
CCOC(=O)c1cnc2ccc(OCC)cc2c1NCc1ccccc1	1.8µM*	?	?	-2%	-12%	?	?	?	21µM*
COc1cccc(NC(=O)Nc2nnc(Cc3ccccc3)s2)c1	?	1%	.	-6%	-21%	-20%	i	31	?
O=C(Nc1nnc(SCC(=O)N2CCCCC2)s1)c1ccc(F)cc1F	-3%	-5%	2%	3%	10%	10%	i	-4	-2%
Cc1ccc(-c2ccc(=O)n(CC(=O)NCc3ccco3)n2)cc1	16%	0%	1%	-20%	7%	-18%	i	-8	-4%
Nc1c(N(C(=O)Nc2ccc(Cl)c(Cl)c2)C2CCCC2)c(=O)[nH]c(=O)n1Cc1ccccc1	-8%	?	-37%	-4%	2%	-2%	?	6	?
NC(=O)C1CCN(C(=O)/C=C/c2ccccc2[N+](=O)[O-])CC1	15%	9%	13%	-2%	3%	4%	i	13	1%
CCOC(=O)CSc1cc(C)nc(NC(C)=O)n1	25%	1%	-6%	7%	0%	6%	i	0	15%
CCN(CC(=O)Nc1ccccc1C(F)(F)F)C(=O)Cc1ccccc1	-25%	1%	6%	8%	9%	7%	i	7	11%
O=C(O)c1ccc(C=C(c2nc3ccccc3s2)c2nc3ccccc3s2)cc1	?	?	.	6%	?	?	.	-108*	18µM*
CC1CC(=O)Nc2ccccc2N1C(=O)Nc1ccccc1 (stereo not given)	-2%	-2%	-21%	-4%	-2%	18%	i	.	-14%
CC(=O)Nc1ccccc1NC(=O)c1ccc(C)cc1C	-18%	-2%	-32%	-3%	8%	-6%	?	-2	16%
COC(=O)CCCC(=O)N1CCCC(C(=O)c2ccc(OC)cc2C)C1 (stereo not given)	?	-8%	-15%	-8%	0%	10%	i	11	?
COc1ccc(-c2nn(-c3ccccc3)cc2/C=N/NC(=O)c2ccc(Br)o2)cc1	?	?	?	?	-15%	-30%	?	-12	?
O=C(Cc1cccc2ccccc12)Nc1c(F)cccc1F	13%	8%	12%	-1%	7%	2%	i	-20	0%
CC(=O)Oc1ccc2nc(-c3cccs3)oc(=O)c2c1	6%	-6%	-10%	2%	-6%	5%	i	21	-1%
O=C(COC(=O)C12CC3CC(CC(O)(C3)C1)C2)Nc1ccc(Cl)c(S(=O)(=O)N2CCOCC2)c1	-11%	-7%	-13%	-8%	-5%	-2%	i	-19	8%
O=C(Nc1ccc(C(F)(F)F)cc1)c1ccc2nc[nH]c2c1	4%	-7%	15%	2%	-15%	-22%	i	41	-7%
CC1=C(C(=O)N(C)C)CC(CC(=O)NCCCN(C)C)C(=O)N1CCC1=CCCCC1 (stereo not given)	?	18%	11%	.	2%	10%	i	30	.
Cc1ccc(S(=O)(=O)N2c3ccccc3CC2C)cc1 (stereo not given)	-4%	-21%	0%	?	?	?	i	-3	?
COCCCn1c(=O)c2sccc2n2c(CCCC(=O)NCc3ccccc3OC)nnc12	8%	?	-1%	-3%	3%	7%	i	0	-1%
N#Cc1cnc(SCCc2ccccc2)nc1N	?	1%	96%[activator]	9%	-5%	-13%	i	4	9.2µM*
COc1cccc(NC(=O)/C(C#N)=C/c2c(C)n(Cc3ccccc3)c3ccccc23)c1	?	?	-5%	.	.	.	?	.	.
COc1ccc(-c2c(-c3ccc(OCC(=O)NN)cc3O)n[nH]c2C(F)(F)F)cc1	6%	10%	-8%	?	-22%	-12%	i	-29	23µM*
O=C1Nc2cc(C(=O)NCCCN3CCOCC3)ccc2S/C1=C/c1ccccc1F	25%	-15%	-32%	?	-6%	-16%	i	-25	?
COc1cccc(SCC(=O)N2CCN(c3ccccc3)CC2)c1	-6%	-4%	-12%	-13%	14%	13%	?	-13	3%
CCC(C)(C)C(=O)Nc1ncc(S(=O)(=O)c2ccc([N+](=O)[O-])cc2)s1	-24%	-14%	2%	?	-16%	-27%	i	58	?
O=C(Cc1cccc(NC(=O)C2CCN(C(=O)CCc3ccccc3)CC2)c1)Nc1cccc(C(=O)N2CCOCC2)c1	-2%	0%	6%	0%	0%	-1%	i	0	1%
Cc1ccc(NC(=O)C2(N(CC(C)C)C(=O)Cn3nnnc3N)CCCCC2)cc1	-16%	-8%	-2%	5%	4%	5%	i	-8	-3%
COc1cc(C2CC(c3c(C)cc(C)[nH]c3=O)=NN2c2ccccc2F)cc(OC)c1OC (stereo not given)	-30%	-3%	-2%	?	-11%	-7%	.	26	23µM*
COCc1c(C(=O)N/N=C/c2c[nH]c3ccccc23)nnn1-c1nonc1N	6%	4%	2%	4%	-19%	-24%	.	10	30%
CCN(CC)S(=O)(=O)c1ccc(N2CCCC2)c(NC(=O)c2ccc(N3CCCC3=O)cc2)c1	-16%	-1%	6%	-4%	4%	-1%	i	-12	2%
COc1ccccc1CC(NC(C)=O)C(=O)NC1CCN(C(=O)Nc2ccc(F)cc2)CC1 (stereo not given)	?	3%	0%	-5%	7%	11%	i	9	-1%
CCOC(=O)c1nnsc1N	-7%	0%	-16%	-5%	7%	5%	i	-6	-2%
CC(C(=O)O/N=C(\N)c1cccnc1)c1ccc([N+](=O)[O-])cc1 (stereo not given)	?	9%	-6%	1%	-6%	-6%	i	-12	-2%
CC(C)(C)[C@@H]1COC(=O)[C@H](Cc2ccc(F)cc2)C/C=C\C[C@@H](CC(=O)N(CCO)Cc2ccccc2)C(=O)N1	8%	-7%	-7%	3%	-1%	2%	?	-3	-22%
COc1ccc(-c2noc(C3CCCN(C(=O)c4ccccc4)C3)n2)cc1 (stereo not given)	-3%	0%	4%	5%	?	-23%	i	-17	-1%
CN(C(=O)COC(=O)C1=COCCO1)c1c(N)n(Cc2ccccc2)c(=O)[nH]c1=O	0%	22%	-11%	3%	26%	18%	i	11	8%
O=[N+]([O-])c1cccc(/C=C/c2nc[nH]c2[N+](=O)[O-])c1	-15%	-17%	5%	9%	0%	3%	?	-29	-1%
CC1CN(CC(O)COc2ccccc2C(C)(C)C)CC(C)O1 (stereo not given)	?	-2%	6%	-3%	-22%	-23%	i	22	18%
c1ccc(CCNC2=NCCS2)cc1	3%	-1%	-6%	-8%	10%	-8%	i	-5	-2%
CN(CC(=O)Nc1ccc(F)c(F)c1F)c1ncnc2sccc12	5%	?	-12%	-14%	-4%	-4%	i	5	?
Cc1[nH]c2ccccc2c1/C=C/c1nc2ccccc2c(=O)n1-c1ccc([N+](=O)[O-])cc1	?	-1%	-6%	-4%	-6%	2%	i	0	11%
COc1ccc(S(=O)(=O)Nc2cccc(SC)c2)cc1C(=O)N1CCOCC1	3%	2%	-10%	-1%	13%	-2%	i	0	-2%
O=C(NCCCn1ccnc1)c1nc(Cn2ccc([N+](=O)[O-])n2)no1	0%	-6%	-26%	-1%	23%	1%	i	-18	1%

Ordered by molar mass (smallest number first): some entries from above.
SMILES	KB-V1 MDR tox	KB-3-1 cytotox	ATXN2 expr inh	SW480 rereplic	HT1080-NT tox	HT1080 IDH1KD tx	S2 tox	IL1B secr inh	MCF10A rerep
CC(=O)Nc1ccccc1NC(=O)c1ccc(C)cc1C	-18%	-2%	-32%	-3%	8%	-6%	?	-2	16%
CC1CC(=O)Nc2ccccc2N1C(=O)Nc1ccccc1 (stereo not given)	-2%	-2%	-21%	-4%	-2%	18%	i	.	-14%
CCC(C)(C)C(=O)Nc1ncc(S(=O)(=O)c2ccc([N+](=O)[O-])cc2)s1	-24%	-14%	2%	?	-16%	-27%	i	58	?
CN(C(=O)COC(=O)C1=COCCO1)c1c(N)n(Cc2ccccc2)c(=O)[nH]c1=O	0%	22%	-11%	3%	26%	18%	i	11	8%
